Source: PubChem BioAssay (University of Kansas High Throughput Screening Laboratory)
mHTT CaM bind: mutant huntingtin-calmodulin interaction inhibitors – biochemical, AlphaScreen, primary screen; AlphaScreen His-mHTT/GST-CaM binding, luminescence; inhibition, % at 15 µM; 3.6% of 190,000 active;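 also: 0% = both proteins with DMSO and 100% = one protein alone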
Pf apPOL inh: Pf-apPOL inhibitors, biochemical, fluorescence; Plasmodium falciparum apicoplast DNA polymerase (apPOL); Recombinant Pf-apPOL, molecular beacon fluorescence, 1.5 h; inhibition, % at 10 µM; 0.25% of 210,000 active; AID 1794808, 2022
An asterisk follows results filed as active; . = no result given; & = joins results of further samples. Rule as the data show it: active = inhibition above about 50%; inactive = the rest.

SMILES	mHTT CaM bind	Pf apPOL inh
O=C(NCc1ccccn1)NC1CCCCC1	-4	1
CCc1ccc(NC(=O)Cc2cn(C)c3ccccc23)cc1	25	-3
Cc1ccc(C)c(C2=NC3(CCN(C)CC3)NC(c3cc(Cl)ccc3O)C2)c1 (stereo not given)	98*	1
Cc1cc2c(c(=O)n1CCN(C)C)C(c1ccc(Cl)cc1)C(C#N)=C(N)O2 (stereo not given)	5	34
Cc1csc(=Nc2ccccc2)n1CC(=O)c1ccc(Cl)cc1	48	2
CCNC(=O)N(C)CC(=O)N1N=C(c2ccccc2F)CC1c1ccc(C)cc1 (stereo not given)	25	-2
COc1cccc(NC(=O)C2CC(=O)N(c3cc(C)cc(C)c3)C2)c1 (stereo not given)	1	-1
O=C(NCC1(c2ccccc2)CCCOCC1)c1ccccc1Br (stereo not given)	10	-1
COc1ccc(-c2nc(-c3cccc(-c4ccn[nH]4)c3)no2)cc1	7	0
Cc1ccc(C(=O)N2CCC(CC(=O)NCCC3=CCCCC3)CC2)cc1	15	-5
CCOc1ccc(NC(=O)N2CCC3(CC2)NC(=O)c2ccccc2N3C)cc1	6	-1
C=C1c2ccccc2O[C@H](C(=O)OCC)[C@@H]1C1CCCCC1 (tested in a mixture with another compound)	-39	-3
O=C(O)CSCc1ccc(Cl)cc1	-17	2
COc1cc(/C=C2\SC(=O)N(CC(=O)Nc3ccc(C)cc3C)C2=O)cc(OC)c1OC	-2	6
CCCc1nn(CCc2ccccn2)c(N)c1CC	0	5
Cn1ncc(N2CCC(C(=O)NCc3cc(F)cc(F)c3)CC2)cc1=O	5	-3
COc1ccc(N2C(=O)C3C4c5ccccc5C(Br)(c5ccccc54)C3C2=O)cc1 (stereo not given)	5	-5
COc1cc(C2Nc3ccccc3NC3=C2C(=O)CC(c2cccs2)C3)cc([N+](=O)[O-])c1O (stereo not given)	6	-4
CN1CCCc2cc(C(=O)N3CCN(c4ccccn4)CC3)sc21	0	-1
CC(=O)N(C1=C(N2CCCCC2)C(=O)c2ccccc2C1=O)c1cccc(F)c1	16	-10
COc1ccc(N2CCN(CCNC(=O)c3ccc(Br)o3)CC2)cc1	-6	-2
Cc1[nH]n(-c2ccccc2)c(=O)c1C(=O)c1ccccc1	.	-1&-6
CCOC(=O)C1C(=O)C=C(c2ccc(F)cc2)CC1c1ccc(OC)cc1 (stereo not given)	9	0
O=C(C1COc2ccccc2O1)N1CCC(CCOc2cccc(F)c2)CC1 (stereo not given)	6	0
O=C(Nc1ccccc1Br)C1CCN(C(=O)c2cccs2)CC1	-2	-1
Cc1cccc(N=C2c3ccccc3-c3ncccc32)c1	24	-3
O=C1OC(c2cccc(Br)c2)=N/C1=C\c1cccs1	6	-2
COc1ccc([N+](=O)[O-])cc1NC(=O)C1(S(=O)(=O)c2ccc(Cl)cc2)CC1	2	3
COc1ccc(Cl)cc1S(=O)(=O)N1CCCCCC1	-13	4
N#CC[C@H](Cc1ccccc1)N1CC[C@@H](O)CCC1=O	-9	-5
C=C(C#N)CN1CCN(CC(=C)C#N)CC1	.	-9
O=C(c1ccc(OCC2CCCN2C(=O)c2ccccc2)cc1)N1CCOCC1 (stereo not given)	3	-1
CC(C)Oc1ccc(CNC(=O)c2cnn3c4c(cnc23)CCCCCC4)cc1	-6	-1
C#CC1(OCC(O)CN2CCCC(C)C2)CCCCC1 (stereo not given)	1	-3
O=C(CN1CCc2ccccc2C1C(=O)N1CCCCC1)Nc1ccc(Cl)cc1F (stereo not given)	-6	-2
N#Cc1cccc(NC(=O)c2ccncc2)c1	.	-7
Cc1cc(Cl)ccc1N=Cc1nc(-c2ccc([N+](=O)[O-])cc2)oc1O	0	-5
Cc1cccc(-c2cc(C(N)=O)c3ccccc3n2)c1	4	4
C/C(=C\c1ccccc1)CN1CCC(C(=O)N2CCCCC2)CC1	-1	-6
Cc1ccc(NS(=O)(=O)CCOc2ccccc2)cc1F	-19	-7

Single records, from the list above:
Record of `Cc1csc(=Nc2ccccc2)n1CC(=O)c1ccc(Cl)cc1` = mHTT CaM bind: 48; Pf apPOL inh: 2
Record of `C=C1c2ccccc2O[C@H](C(=O)OCC)[C@@H]1C1CCCCC1` (tested in a mixture with another compound) = mHTT CaM bind: -39; Pf apPOL inh: -3
Record of `O=C(CN1CCc2ccccc2C1C(=O)N1CCCCC1)Nc1ccc(Cl)cc1F` (stereo not given) = mHTT CaM bind: -6; Pf apPOL inh: -2

More compounds follow.
SMILES	mHTT CaM bind	Pf apPOL inh
CCCC(=O)N1CCN(c2nc3c(s2)c(C)nn3-c2ccc(C)cc2)CC1	2	-1
O=C(NCCN1CCCC1)C1CN(S(=O)(=O)c2cccs2)CC12CCCCC2 (stereo not given)	11	-1
COc1ccccc1-c1nc(C2CCN(C(=O)c3cccc(C#N)c3)CC2)no1	16	-2
CCOc1ccc(Br)cc1C=O	-3	2
COC(=O)[C@H](CC(C)C)NS(=O)(=O)N(Cc1ccccc1)[C@@H](CC(C)C)C(=O)OC	5	0
COc1ccc(NC(=O)c2cc3cccc(OC)c3oc2=O)c(OC)c1	2	100*
CCSc1nnc(-c2ccccc2Cl)o1	-15	2
O=C(c1ccco1)N1CCCC(c2cc(-c3ccccc3)n[nH]2)C1 (stereo not given)	9	-3
CCCc1cc(C2CCCN2C(=O)Nc2ccc(C)c(F)c2)no1 (stereo not given)	-12	2
CCc1ccc(CNC(=O)C2CCc3nc(N4CCN(C(C)=O)CC4)sc3C2)cc1 (stereo not given)	13	-8
CCCC1CCc2c(sc(NC(=O)c3ccncc3)c2C(N)=O)C1 (stereo not given)	-5	66*
Cc1c2c(n(Cc3ccc(F)c(F)c3)c1C(=O)NCc1ccncc1)CCCC2	-2	-1
Cc1csc(-c2ccc(N3CCN(C(=O)c4ccc(F)c(F)c4)CC3)nc2)n1	-4	0
O=C(c1ccc(Cl)cc1)N1CCC2(C1)C(=O)Nc1ccccc12 (stereo not given)	1	3
CCCCNC(=O)Oc1cccc(N2CCCC2=O)c1	4	1
COc1ccc(OC)c(NC(=O)NC23CC4CC(CC(C4)C2)C3)c1	-3	3
CCN(C(=O)CCS(=O)(=O)c1ccc(C)cc1)c1ccc2c(c1)OCO2	8	-5
CCN(CC)C(=O)N1CC2CC(NS(=O)(=O)c3ccccc3)C1C2 (stereo not given)	-3	-8
N#Cc1cc([N+](=O)[O-])ccc1SCc1ccccc1	.	9
Cc1cc(OCC(=O)Nc2ccc(C(N)=O)cc2)cc(C)c1Br	0	-1
CCC(=O)N1CCc2cc(S(=O)(=O)CCC(=O)Nc3ccc(C)cc3Cl)ccc21	-5	-3
CC(C)Oc1cncc(C(=O)N2CCOCC2)c1	-12	0
CCc1ccc2nc(N3CCC(C(=O)NC(C)CC)CC3)sc2c1 (stereo not given)	15	-9
CC(C)c1ccc(/C=C2\SC(=Nc3cccc(C(=O)O)c3)NC2=O)cc1	6	-7
Cc1ccc(C2=NC(=O)/C(=C\c3cc(O)c(O)c(Br)c3)S2)cc1	95*	10
CCOc1ccc(S(=O)(=O)N2CCC(c3ccncc3)CC2)cc1	-6	-3
O=c1cc(-c2ccccc2Cl)oc2c(NS(=O)(=O)c3ccccc3OC(F)(F)F)ccc(O)c12	35	0
COc1ccc(CCNC(=O)C2CCCC2)cc1	-3	2
Cc1cc(CNC(=O)c2ccc(F)cc2Cl)c(C)o1	-1	-6
Cc1nc2n(CC(=O)N3CCOCC3)c3ccccc3n2n1	3	4
COC(=O)c1nc2n(n1)C(c1ccc(Cl)cc1)C1=C(CCCC1=O)N2 (stereo not given)	8	-1
N#Cc1ccc(S(=O)(=O)N2CCC(N3CCOCC3)CC2)cc1	-9	-1
CCCCN1CC[C@H]2C=CC[C@@H](C(=O)NCc3ccc(OC)cc3)[C@H]2C1=O	1	1
CCOc1ccc(NC(=O)N2CCCC2c2nc(-c3ccccc3OC)no2)cc1 (stereo not given)	16	-2
CC(C)Cn1c(=O)c(N2CCN(C(=O)CSc3ccccc3)CC2)nc2ccncc21	13	-3
Cc1nn(CC(=O)Nc2ccc(C(F)(F)F)cn2)c(C)c1[N+](=O)[O-]	-7	-4
CC(C)n1c2ccccc2c2nnc(SCC(=O)O)nc21	2	-2
Cc1ccc(C(=O)N2CC(=O)Nc3ccc(F)cc3C2c2ccccc2)cc1C (stereo not given)	31	-6
CC(C)(C)c1cc(CCCO)cc(C(C)(C)C)c1O	-3	-7
O=C(Nc1c2c(nn1-c1cccc(Cl)c1)CS(=O)(=O)C2)C1CCCCC1	-1	-4

In the list so far, 2 contain a CF3 group:
SMILES	mHTT CaM bind	Pf apPOL inh
O=c1cc(-c2ccccc2Cl)oc2c(NS(=O)(=O)c3ccccc3OC(F)(F)F)ccc(O)c12	35	0
Cc1nn(CC(=O)Nc2ccc(C(F)(F)F)cn2)c(C)c1[N+](=O)[O-]	-7	-4

The list goes on:
SMILES	mHTT CaM bind	Pf apPOL inh
O=C(COc1ccc(Cl)cc1Cl)Nc1nnc(-c2ccncc2)o1	25	8
COc1ccc(C(=O)N(C)Cc2cc(-c3ccc(C)cc3C)on2)cc1	11	-11
COc1ccc(-c2cc(C(F)(F)F)n3nc(C(=O)N4CCCCC4)nc3n2)cc1	-2	-3
CC1CCC(N2CCCN(C)CC2)CC1 (stereo not given)	-9	1
COc1cc([N+](=O)[O-])cc2sc(NC(=O)C3CCCCC3)nc12	25	2
Cc1cc(C2CCCN2C(=O)Nc2ccc(C)c(C)c2)on1 (stereo not given)	-1	-8
CCC(C)NC(=O)C1CCC(c2ccc(F)cc2)N(C(C)=O)C1 (stereo not given)	0	-2
CN1C(=O)C2(CCN(C(=O)c3ccc(F)c(F)c3)C2)c2ccccc21 (stereo not given)	8	-5
Cc1noc(C)c1S(=O)(=O)N1CCC(n2c(-c3ccc(F)cc3)nc3cccnc32)C1 (stereo not given)	0	-5
CC(Sc1ccc(Cl)cc1)C(=O)Nc1ccccc1F (stereo not given)	-23	-8
COC(=O)C(C(=O)OC)=C1C2CC3CC(C2)CC1C3	.	-11
Cc1nc(C(=O)Nc2ccc(OC(F)(F)F)cc2)c(C)o1	-13	-7
CCOC(=O)C1=C(C2CC=CCC2)NC(=S)NC1C (stereo not given)	-4	.
CCn1cc(/C=C2\C(=O)NC(=O)N(c3ccc(C)cc3)C2=O)c2ccccc21	53*	47
COC(=O)C1=C(C)NC(=S)NC1C=Cc1ccccc1 (stereo not given)	7	18
COc1ccc(-c2ncccc2CNC(=O)c2ccc(F)c(F)c2)cc1	0	-20
COc1ccc2c(c1)C1(NC(=O)c3ccccc3N1)C(=O)N2 (stereo not given)	15	-7
Cc1ccc(C(=O)Nc2c3c(nn2-c2ccc(C)cc2)CS(=O)(=O)C3)cc1	2	-2
O=S(=O)(c1cccc(F)c1)N1CCc2nc(-c3ccc(F)cc3)ncc2C1	-6	-3
CCC(=O)N1c2ccccc2-c2nnc(SC)nc2OC1c1cccc(OC)c1 (stereo not given)	26	-17
CC(=O)Nc1nonc1NC(=O)CSc1n[nH]c(N)n1	-7	.
CCN(CC)c1ccc(CNC(=O)C2CCCN(c3cnn(C)c(=O)c3)C2)cc1 (stereo not given)	-4	-8
N#CC1=C(N)SC(N)=C(C#N)C1c1cc(Br)ccc1F	11&9	7
CCNC(=O)N1CC(C(=O)NCc2cccnc2)CCC1c1ccccc1 (stereo not given)	-8	0
O=C(CSc1oc(-c2ccco2)nc1S(=O)(=O)c1ccccc1)Nc1ccc(F)cc1	6	2
Cc1cccc(NC(=O)C2CC(=O)N(CCc3c[nH]c4ccc(F)cc34)C2)c1C (stereo not given)	26	-4
O=C(C1CCCN(c2cn[nH]c(=O)c2)C1)N1CCN(c2ccccc2)CC1 (stereo not given)	3	-4
COc1cc(C2CC(=O)n3nc(-c4ccccc4)nc3S2)cc(OC)c1OC (stereo not given)	21&-2	-2&-6
CCOc1ccc2c(=O)c(-c3ccc(OC)cc3)c(C)oc2c1	1&1	-3&-11
CC1CCN(C(=O)CSc2cn(Cc3ccc(Cl)cc3)c3ccccc23)CC1	91*	-4
Cc1ccc2c(Nc3ccc(C)c(C)c3)c(C(=O)N3CCSCC3)cnc2n1	2	-1

3 structures out of the list, arranged by count of non-hydrogen atoms, rising:
SMILES	mHTT CaM bind	Pf apPOL inh
COc1ccc(CCNC(=O)C2CCCC2)cc1	-3	2
N#CC[C@H](Cc1ccccc1)N1CC[C@@H](O)CCC1=O	-9	-5
Cc1cccc(N=C2c3ccccc3-c3ncccc32)c1	24	-3

Pulled one by one from the entries so far, five records:
SMILES	mHTT CaM bind	Pf apPOL inh
CC(Sc1ccc(Cl)cc1)C(=O)Nc1ccccc1F (stereo not given)	-23	-8
CCN(C(=O)CCS(=O)(=O)c1ccc(C)cc1)c1ccc2c(c1)OCO2	8	-5
O=C(c1ccc(OCC2CCCN2C(=O)c2ccccc2)cc1)N1CCOCC1 (stereo not given)	3	-1
COC(=O)[C@H](CC(C)C)NS(=O)(=O)N(Cc1ccccc1)[C@@H](CC(C)C)C(=O)OC	5	0
C=C(C#N)CN1CCN(CC(=C)C#N)CC1	.	-9
